S-ASM inh – inhibitors of human secretory acid sphingomyelinase; placental ASM, HMU-PC fluorogenic substrate, 60 min; actives 0.006% (n = 340,000); P17405; Potency, µM (top dose mostly 57.5 µM), without a hit: at the highest dose activity change, negative = inhibition, actives largely listed as inhibitors; note: potency is the fitted concentration of half-maximal effect
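Human placenta-derived ASM preincubated with compound 10 min at room temperature, then reacted with 9 uM (final) fluorogenic HMU-PC substrate for 60 min at 37 C. Stop solution raises pH to 10; fluorescence read at Ex 386/Em 447 nm.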
TSG101-PTAP inh – blocks PTAP/TSG101 interaction to inhibit HIV-1 budding; Q99816; Fluorescence polarization, FITC-PTAP peptide / Tsg101 binding; Potency, µM (top dose mostly 115 µM), without a hit: top-dose activity change, negative = inhibition, hits mostly inhibitors; 340,000 tested, under 10 active; active = well fitted inhibition curve with a large enough effect in the main read-out, with a control signal flat, not every such curve was filed as active; inconclusive = small, poorly fitted or top-dose-only effect, or effect the other way, or a change in a side signal; inactive = no such curve, though single readings can be large or run the other way; note: potency is the fitted concentration of half-maximal effect; % of control where 0% means no effect
Target sequence (Q99816 whole entry, looked up): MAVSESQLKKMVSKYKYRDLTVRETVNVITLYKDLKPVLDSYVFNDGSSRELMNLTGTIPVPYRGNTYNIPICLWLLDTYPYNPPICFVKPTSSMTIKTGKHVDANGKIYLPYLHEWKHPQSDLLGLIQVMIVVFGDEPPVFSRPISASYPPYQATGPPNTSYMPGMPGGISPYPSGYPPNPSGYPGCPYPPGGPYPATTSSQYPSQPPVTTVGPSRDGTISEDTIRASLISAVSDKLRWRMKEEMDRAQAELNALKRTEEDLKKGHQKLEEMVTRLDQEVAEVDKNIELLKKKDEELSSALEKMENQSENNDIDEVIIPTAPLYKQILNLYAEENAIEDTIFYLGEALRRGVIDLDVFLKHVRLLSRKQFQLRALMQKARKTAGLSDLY
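FP read-out: FITC-PTAP peptide, 50 nM final, binding Tsg101 binding domain, 10 uM final; 20 min, r.t.; 10 mM HEPES pH 7.5, 0.15 M NaCl, 0.01% Tween 20, 3 mM EDTA, 0.1 mM TCEP.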
B2AR arrestin – agonists driving beta-arrestin recruitment to human beta2-adrenergic receptor; P07550; actives 0.02% (n = 330,000); AID 492947; Potency, µM (top dose mostly 46.1 µM), without a hit: top-dose activation, actives largely listed as activators; beta-arrestin recruitment to beta2AR, cell-based reporter;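 note: potency is the fitted concentration of half-maximal effect; 0% = DMSO controls and full agonism = EC100 isoproterenol or metaproterenol; nearly all actives have a fitted effect of over 65% in size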
Target sequence (P07550 whole entry, looked up): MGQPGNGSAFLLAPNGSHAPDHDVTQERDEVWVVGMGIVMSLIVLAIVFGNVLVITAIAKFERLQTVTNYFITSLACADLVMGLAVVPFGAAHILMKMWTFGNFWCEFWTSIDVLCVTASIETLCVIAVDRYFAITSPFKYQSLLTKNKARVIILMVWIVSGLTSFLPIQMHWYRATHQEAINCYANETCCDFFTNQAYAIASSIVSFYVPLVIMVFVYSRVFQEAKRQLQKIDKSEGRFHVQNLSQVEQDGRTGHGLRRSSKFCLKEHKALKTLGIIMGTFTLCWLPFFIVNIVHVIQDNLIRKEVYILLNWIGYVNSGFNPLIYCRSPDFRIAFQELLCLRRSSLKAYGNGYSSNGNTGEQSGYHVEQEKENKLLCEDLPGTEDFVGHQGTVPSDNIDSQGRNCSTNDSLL
p53 reactivator – mutant p53 re-activation in reporter cells | H1299 p53-A138V BP100-luciferase reporter, luminescence, 24 h | Potency, µM (highest dose often 92.2 µM), for inactives: at the top dose activity change, positive = activation, actives largely listed as activators | actives 0.063% (n = 320,000); note: potency is the fitted concentration of half-maximal effect; % of control where 0% means no effect; nearly all actives have a fitted effect of over 45% in size
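H1299 (p53-null), stable ts p53-A138V + BP100-Luc; 1000 cells/well, Opti-MEM/10% FBS; cpd 4 pt, 1:5; 24 h, 37 deg C, 5% CO2; detection reagent 10 min RT; luminescence.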
BRCA1 expr act – increases BRCA1 expression | AID 624202 | actives 1.1% (n = 380,000) | Potency, µM (highest dose often 46.1 µM), for the others: at the highest dose activation, hits mostly activators | MCF7-BRCA1-FFLuc reporter, luminescence, 48 h; response scale: scaled: vehicle 0%, 10 µM genistein 100%; note: potency is the fitted concentration of half-maximal effect; nearly all actives have a fitted effect of over 80% in size; some results filed as inactive show a strong effect at the top dose
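Luminescence from a BRCA1-driven firefly luciferase in MCF7 cells was read after 48 h compound exposure at 37 C. Data normalized against DMSO and a 10microM genistein activation control, then curve-fitted across the titration.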
Eya2 phos inh – Eya2 (human) phosphatase inhibition; Potency, µM (series often up to 76.9 µM), for the others: at the highest dose activity, negative = inhibition, most hits filed as inhibitors; AID 488837; recombinant Eya2, OMFP fluorescence dephosphorylation (OMFP is methylfluorescein phosphate); actives 0.006% (n = 330,000); O00167; note: potency is the fitted concentration of half-maximal effect; % is set by controls: 0 for no effect and ±100 for the full control effect
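Eya2 protein (added as 0.2 uM solution) was preincubated with compound for 10 min at ambient temperature in 50 mM HEPES pH 7.5, 50 mM NaCl, 5 uM MgCl2, 0.05% BSA, 1 mM DTT. OMFP (added at 50 uM) then reacted 10 min; fluorescence read at 485/525 nm.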
uPA generation – cell surface uPA generation inhibition; cell surface uPA generation assay, qHTS; Potency, µM (series often up to 38.3 µM), for the others: at the highest dose activity change, negative = inhibition, usual class: inhibitors; actives 0.31% (n = 330,000); AID 540303; active = well fitted inhibition curve with a large enough effect; inconclusive = small, poorly fitted or top-dose-only effect; inactive = no such curve, though single readings can be large or run the other way; tested in mouse RAW 264.7 cells; note: potency is the fitted concentration of half-maximal effect; % is set by controls: 0 for no effect and ±100 for the full control effect; nearly all actives have a fitted effect of over 55% in size
ELG1 genotox – inducers of genotoxicity in HEK293T ELG1-luciferase cells; AID 504466; Potency, µM (highest dose often 46 µM), for the others: at the highest dose activity change, positive = activation, hits mostly activators; actives 1.3% (n = 330,000); HEK293T ELG1-luciferase reporter, luminescence, 16 h; note: potency is the fitted concentration of half-maximal effect; % of control where 0% means no effect; nearly all actives have a fitted effect of over 60% in size
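After overnight (16 hr) compound treatment at 37 °C, ELG1-luciferase HEK293T cells were lysed with ONE-Glo; luminescence quantified 30 min later at room temperature.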
Integrin act MD – activates integrin-mediated alleviation for muscular dystrophy; Potency, µM (top dose mostly 38.3 µM), for inactives: at the highest dose activation, most hits filed as activators; alpha7betagal myoblasts, beta-gal FDG fluorescence, 48 h; actives 0.064% (n = 350,000);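 note: potency is the fitted concentration of half-maximal effect; 100% = response of the positive control SU9516; nearly all actives have a fitted effect of over 60% in size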
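alpha7betagal+/- myoblasts (passage 13, 250/well) treated 48 h at 37C with compounds at 1:260 dilution of DMSO stock. Lysed, then beta-galactosidase activity read as FDG fluorescence (ex 480/em 540) after 30 min, with pre-read for autofluorescence.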
USP2a inh – USP2a (human) protease inhibition | actives 0.01% (n = 330,000) | Potency, µM (highest dose often 38.3 µM), inactives show at the highest dose activity change, negative = inhibition, usual class: inhibitors | AID 463254 | USP2 core, Ub-CHOP2 coupled fluorogenic reporter, 485/531;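 note: potency is the fitted concentration of half-maximal effect; plate controls were DMSO wells for no effect and full inhibition by NEM control for full effect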
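USP2 core (10nM final) preincubated 30min RT with compound in 20mM Tris-HCl pH 8.0, 2mM CaCl2, 2mM beta-mercaptoethanol, 0.05% CHAPS; 25nM Ub-CHOP2 plus 25nM reporter substrate added, fluorescence (Ex485/Em531) read after 60min.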
TRPV1 ag – human TRPV1 agonism. Q8NER1. TRPV1-expressing cells, Fluo-8 calcium influx, agonist mode. activation, % at 8.33 µM. actives 0.19% (n = 320,000). AID 540275; in the data active = activation above about 80%; inconclusive = between about 30% and that limit; note: 0% is about no effect
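TRPV1-expressing cells were cultured overnight at 35.5C and loaded with Fluo-8 calcium dye for 40 to 90 min at room temperature. After a 10 s baseline, compound was added and calcium influx was read kinetically for 3 min (ex 480/em 520 nm).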
* marks the source's active call; other numbers are inactive results; u = inconclusive; x = no result given; & = joins results of further samples; [ ] = remark or other dose. Unless noted, calls come from the whole dose curve; as a rule, active = well fitted curve in the direction sought with a large enough effect; inconclusive = small, poorly fitted or top-dose-only effect, or another doubt; inactive = no such curve, though single readings can be large; an effect the other way counts as inactive or inconclusive.

nr	smiles	S-ASM inh	TSG101-PTAP inh	B2AR arrestin	p53 reactivator	BRCA1 expr act	Eya2 phos inh	uPA generation	ELG1 genotox	Integrin act MD	USP2a inh	TRPV1 ag
1	OCCC1CN(CCCc2ccccc2)CCN1Cc1ccccc1 (stereo unspecified)	-2%	-1%	-0.4%	3%	1%	6%	3%	-5%	-7%	0%	4
2	CC(C)(C)C(=O)NC(=S)Nc1ccccc1C(=O)Nc1ccccc1	0%	4%	-0.2%	-4%	3%	-13%	3%	0%	-7%	0%	-1
3	O=C(COC(=O)C1(c2ccccc2F)CCCC1)NCc1ccc2c(c1)OCO2	2%	0%	0.0%	10%	-40%	-7%	10%	-8%	-1%	1%	22
4	Cc1cc2ncn(-c3ncnc4sc5c(c34)CCC(C)C5)c2cc1C (stereo unspecified)	-1%	-2%	-1.2%	-5%	3%	5%	x	2%	4%	-2%	1
5	COc1ccc(NC(=O)c2cc(S(=O)(=O)N3CCCCC3)ccc2C)cc1S(=O)(=O)N1CCOCC1	-5%	-2%	x	x	-21%	x	-3%	x	3%	x	x
6	C[C@@H]1CCC[C@@]2(O[C@H](CCO)C[C@@H](O)[C@@H]2O)O1	8%	-1%	-1.2%	-6%	0%	10%	-6%	-1%	-21%	1%	-2
7	COc1ccc(NC(=S)N2CCC(N(C)CCN3CCOCC3)CC2)cc1Cl	6%	-4%	-0.6%	-2%	-32%	-2%	-4%	0%	18%	-1%	-2
8	Cc1cccc(CNc2ncnc3ccc(-c4ccc5c(c4)OCO5)cc23)c1	-15%	-2%	2.8%&3.2%	8%	-70%	4%&-3%	-5%	5%	x	1%&-7%	x
9	Cc1ccc(NC(=O)c2csc(-c3ccccc3)c2C)cc1	2%	-7%	0.1%	u	-24%	-1%	-13%	u	-3%	1%	-3
10	CCOC(=O)C1CCCN(C2=NC(=O)/C(=C/c3ccc(OC)cc3)S2)C1 (stereo unspecified)	-2%	-7%	-0.4%	-1%	u	9%	-12%	0%	-7%	2%	7
11	COC(=O)[C@H](Cc1ccccc1)N(C)S(=O)(=O)c1cccc(S(=O)(=O)N(C)[C@@H](Cc2ccccc2)C(=O)OC)c1	1%	-2%	0.0%	u	-24%	0%	16%	-8%	-13%	-1%	0
12	Cc1nn(-c2ccccn2)c2c1C(c1c(F)cccc1Cl)C1=C(N2)c2ccccc2C1=O (stereo unspecified)	x	x	-0.5%	-5%	x	-1%	x	-13%	x	2%	17
13	CCc1c(C)nc2ncnn2c1NCCc1ccccc1	0%	-6%	-0.4%	-4%	-48%	11%	-7%	-13%	-9%	2%	11
14	CCOc1ccc(-c2cn[nH]c2N)cc1	-3%	-2%	0.0%	7%	-50%	0%	x	u	2%	-2%	-7
15	CC1CCN(CC(=O)N2CCN(c3ccccc3)CC2)CC1	4%	0%	-0.7%	u	14%	4%	2%	-5%	-5%	1%	2
16	COC(=O)c1ccccc1S(=O)(=O)N1CCC(C(=O)NC2=NCCS2)CC1	-1%	-3%	0.0%	21%	-14%	-2%	-4%	0%	13%	1%	1

Brought forward from above: three compounds, followed by the next part.
nr	smiles	S-ASM inh	TSG101-PTAP inh	B2AR arrestin	p53 reactivator	BRCA1 expr act	Eya2 phos inh	uPA generation	ELG1 genotox	Integrin act MD	USP2a inh	TRPV1 ag
14	CCOc1ccc(-c2cn[nH]c2N)cc1	-3%	-2%	0.0%	7%	-50%	0%	x	u	2%	-2%	-7
15	CC1CCN(CC(=O)N2CCN(c3ccccc3)CC2)CC1	4%	0%	-0.7%	u	14%	4%	2%	-5%	-5%	1%	2
16	COC(=O)c1ccccc1S(=O)(=O)N1CCC(C(=O)NC2=NCCS2)CC1	-1%	-3%	0.0%	21%	-14%	-2%	-4%	0%	13%	1%	1
17	Cc1cccnc1NC(=O)Cn1c(=O)oc2ccccc21	5%	-4%	-0.2%	-9%	-14%	-13%	12%	-8%	0%	-3%	u
18	Oc1ccccc1-n1c(-c2ccccc2)ccc1-c1ccccc1	0%	1%	3.2%	-4%	-71%	6%	u	-6%	16%	14%	-2
19	Cc1cccc(OCC(=O)N=Nc2c(O)[nH]c3ccc([N+](=O)[O-])cc23)c1	-8%	-4%	-0.4%	0%	-48%	0%	5%	-2%	5%	7%	5
20	CCC(Oc1ccccc1)C(=O)Nc1cc(C)on1 (stereo unspecified)	1%	-2%	-0.7%	5%	4%	8%	-1%	20%	-3%	0%	-1
21	COC(=O)c1ccc(CSc2ccc3nnc(-c4cccc(F)c4)n3n2)o1	-5%	-7%	0.1%	-2%	6%	-12%	-7%	-14%	14%	1%	15
22	COCCNc1nc(C(C)(C)C)nc2c1nnn2Cc1ccccc1Cl	-2%	2%	-0.3%	4%	-39%	-5%	x	1%	-5%	6%	-12
23	CCN(C(=O)CSc1ncn[nH]1)c1c(N)n(Cc2ccccc2)c(=O)[nH]c1=O	-1%	-7%	0.1%	-1%	12%	-35%	1%	1%	-9%	1%	-1
24	CCOc1ccc(CNC2CCCCCCC2)cc1OC	0%	-2%	3.5%	3%	-7%	0%	1%	-6%	5%	-1%	2

Full records, looked up by structure. Order of values: S-ASM inh	TSG101-PTAP inh	B2AR arrestin	p53 reactivator	BRCA1 expr act	Eya2 phos inh	uPA generation	ELG1 genotox	Integrin act MD	USP2a inh	TRPV1 ag
`Oc1ccccc1-n1c(-c2ccccc2)ccc1-c1ccccc1` is listed as 0%	1%	3.2%	-4%	-71%	6%	u	-6%	16%	14%	-2
`COC(=O)c1ccc(CSc2ccc3nnc(-c4cccc(F)c4)n3n2)o1` is listed as -5%	-7%	0.1%	-2%	6%	-12%	-7%	-14%	14%	1%	15

Further compounds:
nr	smiles	S-ASM inh	TSG101-PTAP inh	B2AR arrestin	p53 reactivator	BRCA1 expr act	Eya2 phos inh	uPA generation	ELG1 genotox	Integrin act MD	USP2a inh	TRPV1 ag
25	CCCCCOC(=O)C1=C(C)NC(=O)NC1c1ccccc1 (stereo unspecified)	4%	-4%	0.5%	x	-3%	0%	33%[activator]	-4%	14%	-1%	-2
26	Cc1c(OC(C)C(=O)NCCN2CCOCC2)ccc2c(-c3ccccc3)cc(=O)oc12 (stereo unspecified)	4%	62%[activator]	-0.2%	-4%	-5%	-6%	0%	1%	22%	0%	-1
27	COc1ccc(CNC(=O)c2cc3ccccc3oc2=O)cc1	0%	-9%	-1.1%	8%	9%	1%	8%	0%	u	1%	2
28	COC(=O)C1=C(C)N(CCc2ccc(OC)c(OC)c2)C(=O)/C1=C\c1ccc(O)cc1	-5%	-1%	-0.5%	8%	-10%	-2%	-8%	0%	0%	3%	2
29	CCOC(=O)N1CCN(C(=O)c2ccc(N3C(=O)c4ccccc4C3=O)cc2)CC1	1%	-4%	-0.3%	-3%	-12%	3%	9%	-1%	3%	7%	0
30	Cn1nc([N+](=O)[O-])nc1Oc1ccc2ccccc2c1	0%	2%	-0.2%	1%	21%	0%	x	8%	6%	2%	-1
31	O=C(O)CSCC(=O)Nc1ccc(S(=O)(=O)N2CCCCC2)cc1	7%	0%	-0.2%	-7%	0%	-3%	5%	3%	2%	0%	-1
32	Cc1ccc(/C=C2/N=C(c3ccccc3)NNC2=O)cc1	-4%	-4%	-0.2%	-2%	-27%	-3%	-1%	-2%	22%	3%	1
33	CN(Cc1ccccc1)S(=O)(=O)c1cccc2cccnc12	0%	-7%	0.3%	-2%	18%	-6%	-5%	-4%	0%	2%	-7
34	Cc1cccc(NS(=O)(=O)c2ccc(Oc3ccccc3)cc2)n1	2%	-6%	-0.5%	-6%	-38%	-7%	1%	-1%	-7%	2%	25
35	CNc1nc(NCc2ccccc2)c2ccccc2n1	34%	-3%	0.1%	16%	-29%	-2%	-5%	-7%	-12%	1%	2
36	COc1ccc(CNC(=O)CSCc2c(F)cccc2Cl)cc1	6%	0%	0.1%	0%	0%	4%	2%	1%	4%	0%	27
37	COC(=O)C1=C(C)N(C)C(=O)NC1c1ccc([N+](=O)[O-])o1 (stereo unspecified)	1%	1%	0.1%	-3%	-15%	-12%	-16%	-1%	0%	4%	-1
38	COC(=O)c1sc(NC(=O)c2c(C)noc2C)nc1C	1%	-2%	-0.1%	9%	18%	-10%	-4%	u	-33%	1%	-2
39	Cc1ccc(CNC(=O)C2CCC(=O)N2Cc2ccc(F)cc2)cc1 (stereo unspecified)	2%	-3%	-0.5%	2%	-11%	u	-1%	-3%	-26%	0%	6

Copied from the list.
ELG1 genotox, no. 11 = -8%
Integrin act MD, no. 9 = -3%
S-ASM inh, no. 28 = -5%

Bioassay records (PubChem)
